GPR151 activ = activators of human GPR151, primary screen, cell-based, PathHunter beta-arrestin, luminescence. hit rate 1% among 650,000. activation, % at 11.2 µM. AID 1508602, 2020. PathHunter beta-arrestin GPR151 cells. G-protein coupled receptor 151 (Homo sapiens), Q8TDV0; in the data active = activation above about 4.9%;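 also: 0% = median of compound wells and 100% = cells with positive control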
MITF primary = MITF inhibitors, primary screen, biochemical, AlphaScreen, human. Microphthalmia-associated transcription factor (Homo sapiens), O75030. AlphaScreen MITF homodimerization, bead proximity signal. inhibition, % at 2.6 µM. hit rate 0.91% among 650,000. AID 1259374, 2018; in the data active = inhibition above about 50%;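 also: 0% = vehicle wells with protein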
TEAD-YAP inh = TEAD-YAP interaction inhibition, primary screen, TEAD-YAP interaction inhibitor project, luminescence, HEK-TIYL cells; TEAD-Gal4/YAP UAS-luciferase luminescence; hit rate 1.4% among 640,000; inhibition, % at 9.12 µM; in the data active = inhibition above about 32%;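 also: 0% = median of test compound wells and 100% = reference inhibitor wells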
FBW7 act = FBW7 E3 ligase activators, primary screen, biochemical, AlphaScreen, human | hit rate 0.13% among 650,000 | AID 1259310, 2017 | F-box/WD repeat-containing protein 7 (Homo sapiens), Q969H0 | AlphaScreen FBW7–phospho-cyclin E peptide binding, activator screen | normalized activity (activation), % at 26.1 µM; in the data active = normalized activity above about 1.9%;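 also: purified mutant Fbw7 with reduced substrate affinity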
Target sequence (Q969H0 whole entry, looked up): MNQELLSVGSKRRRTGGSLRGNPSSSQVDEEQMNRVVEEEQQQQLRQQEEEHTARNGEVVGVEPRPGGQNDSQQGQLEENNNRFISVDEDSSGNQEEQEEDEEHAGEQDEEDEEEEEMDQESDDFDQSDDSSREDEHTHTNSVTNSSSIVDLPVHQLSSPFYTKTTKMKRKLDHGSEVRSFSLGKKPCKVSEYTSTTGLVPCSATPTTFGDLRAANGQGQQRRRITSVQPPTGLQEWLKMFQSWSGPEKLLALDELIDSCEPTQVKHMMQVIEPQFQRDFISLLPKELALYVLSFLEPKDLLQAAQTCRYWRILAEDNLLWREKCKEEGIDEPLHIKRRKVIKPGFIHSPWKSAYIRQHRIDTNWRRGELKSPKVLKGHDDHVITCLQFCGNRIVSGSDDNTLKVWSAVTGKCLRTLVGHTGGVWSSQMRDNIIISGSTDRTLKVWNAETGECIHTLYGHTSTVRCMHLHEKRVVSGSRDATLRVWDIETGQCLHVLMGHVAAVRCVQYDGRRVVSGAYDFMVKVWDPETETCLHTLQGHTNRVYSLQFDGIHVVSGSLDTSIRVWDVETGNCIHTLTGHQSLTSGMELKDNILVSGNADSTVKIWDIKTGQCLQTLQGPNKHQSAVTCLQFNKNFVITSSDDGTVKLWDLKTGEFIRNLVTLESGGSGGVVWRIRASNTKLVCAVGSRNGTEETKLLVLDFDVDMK
Active calls of the source: *.

No.	molecule	GPR151 activ	FBW7 act
1	COc1ccc(Cl)cc1N1CC(C(=O)Nc2ccc([N+](=O)[O-])cc2)CC1=O (centres undefined)	-0.9	0.3
2	CCN(Cc1ccccc1)Cc1ccc2c(c1)OCO2	-1.2	-0.1
3	O=C1N[C@@H](CSCc2ccccc2)C(=O)N2C[C@@H](NCc3cccc4ncccc34)C[C@@H]12	-0.2	0.0
4	COc1ccc(/C(C)=N/NC(=O)CNC(=O)c2ccccc2O)cc1	5.3*	0.2
5	CCc1ccccc1NC(=O)CN(C)C(=O)CSc1nnc(N)s1	2.7	-0.2
6	N#Cc1c(/N=C/C2C(=O)c3ccccc3C2=O)sc2c1CCCC2	0.1	-0.1
7	Cc1ccc(NC(=O)/C(=C\c2ccc([N+](=O)[O-])cc2)NC(=O)c2ccccc2Br)c(Br)c1	0.4	0.2
8	CCN1CCN(C(=O)Nc2ccc(Cc3ccc(NC(=O)N4CCN(CC)CC4)cc3)cc2)CC1	-1.7	-0.2
9	CCOC(=O)CCN(Cc1ccccc1)S(=O)(=O)c1ccc(F)c(C)c1	0.2	0.0
10	COC(=O)Cc1csc(Nc2ccccc2)n1	-0.1	0.0
11	COc1ccc(-n2c(=O)[nH]cc(C(=O)Nc3ccc(Br)cc3)c2=O)cc1	-0.5	0.0
12	CCC(Sc1nc(N)c(C#N)c(-c2ccccc2)c1C#N)C(=O)Nc1cc(C)on1 (centres undefined)	0.4	0.3
13	O=C(CCc1ccc2c(c1)OCO2)NCC1Cc2cc(Cl)cc(-c3cnccn3)c2O1 (centres undefined)	-0.4	0.0
14	CCOc1ccc(S(=O)(=O)n2ccnc2C)c2ccccc12	-0.3	-0.1
15	CCOc1c(Cl)cc(/C=C2/C(=O)N(C)C(=S)N2CC(=O)OC)cc1Cl	0.9	0.1

No.	MITF primary	TEAD-YAP inh
1	-5	-4
2	9	4
3	19	0
4	4	-6
5	-2	-15
6	1	4
7	21	-2
8	4	-29
9	-4	-2
10	-12	-35
11	-12	0
12	11	22
13	2	6
14	-1	3
15	9	3

Arranged by formula weight (low to high): 6 of the compounds above
No.	molecule	GPR151 activ	FBW7 act
14	CCOc1ccc(S(=O)(=O)n2ccnc2C)c2ccccc12	-0.3	-0.1
4	COc1ccc(/C(C)=N/NC(=O)CNC(=O)c2ccccc2O)cc1	5.3*	0.2
5	CCc1ccccc1NC(=O)CN(C)C(=O)CSc1nnc(N)s1	2.7	-0.2
15	CCOc1c(Cl)cc(/C=C2/C(=O)N(C)C(=S)N2CC(=O)OC)cc1Cl	0.9	0.1
11	COc1ccc(-n2c(=O)[nH]cc(C(=O)Nc3ccc(Br)cc3)c2=O)cc1	-0.5	0.0
8	CCN1CCN(C(=O)Nc2ccc(Cc3ccc(NC(=O)N4CCN(CC)CC4)cc3)cc2)CC1	-1.7	-0.2

No.	MITF primary	TEAD-YAP inh
14	-1	3
4	4	-6
5	-2	-15
15	9	3
11	-12	0
8	4	-29

Next compounds:
No.	molecule	GPR151 activ	FBW7 act
16	CN(CCc1ccccn1)Cc1cccnc1	-0.5	-0.1
17	Cc1cc2ccccc2n1CCNC(=O)Cc1cccs1	1.3	-0.8
18	C=CCN1C(=O)/C(=C\c2ccc(OCC)c(OC)c2)SC1=S	-0.8	0.0
19	CCCOC(=O)CSC1=C(C#N)C(c2ccc(C(C)C)cc2)CC(=O)N1 (centres undefined)	-0.9	-0.1
20	Cc1cc2ccccc2n2c(SCC(=O)NNC(=O)c3ccco3)nnc12	-0.1	0.2
21	NC1=NN(c2cccc(C(F)(F)F)c2)CC1	1.1	0.3
22	Cc1[nH]nc2c1C(c1ccc(OC(=O)N3CCOCC3)cc1)C(C#N)=C(N)O2 (centres undefined)	-1.0	0.8
23	CCN(C(=O)C(CCS(C)(=O)=O)NC(C)=O)c1ccccc1 (centres undefined)	4.2	0.8
24	COC(=O)c1ccc(CN2CCN(Cc3nc4ccccc4n3Cc3ccccc3)CC2)o1	-0.2	-0.7
25	O=C(CCc1ccccc1)Nc1ccnn1C1CCN(C(=O)CC2=CCCCC2)CC1	-0.8	0.0
26	CC1CCCCC1Nc1nc(-c2ccccc2F)nc2ccccc12 (centres undefined)	0.5	0.0
27	CSc1cccc(NS(=O)(=O)c2ccc(C(C)=O)cc2)c1	1.1	-0.1
28	O=c1nc2s/c(=C\c3ccc(OCc4ccccc4)cc3)c(=O)n2nc1-c1ccccc1	0.8	0.0
29	CN(c1ccccc1C(=O)O)S(=O)(=O)c1ccc(F)cc1	4.6	-0.2
30	O=C(NCc1cccs1)Nc1ccc(F)cc1F	-0.3	-0.1

No.	MITF primary	TEAD-YAP inh
16	74*	-2
17	5	1
18	8	3
19	6	-11
20	8	2
21	-2	1
22	10	4
23	11	-1
24	67*	-12
25	-15	-14
26	0	13
27	0	13
28	-1	-4
29	1	-7
30	-1	-33

Carrying on:
No.	molecule	GPR151 activ	FBW7 act
31	Cc1ccc(CN2CCN(Cc3ccccc3C)CC2CCO)cc1 (centres undefined)	-0.9	0.6
32	CCc1ccccc1N(CC(=O)NCc1ccc2c(c1)OCO2)S(C)(=O)=O	0.5	-0.1
33	O=[N+]([O-])c1ccccc1SNc1ccc(Br)cn1	0.8	-0.1
34	COc1ccccc1/C=C/CNc1ccccc1OC	-0.3	0.2
35	COc1ccc(NC(=O)C2=C(C)Nc3ncnn3C2c2cc(OC)ccc2OC)cc1 (centres undefined)	0.5	-0.1
36	CC1(C)CC(=O)C2=C(C1)Nc1ccccc1N(C(=O)Cc1ccccc1)C2c1ccc([N+](=O)[O-])s1 (centres undefined)	0.6	0.1
37	COc1cc([N+](=O)[O-])c(OC)cc1N1C(=O)CCC1=O	0.8	-0.2
38	COc1cc(OC)cc(C2C3=C(CC(C)(C)CC3=O)Nc3nc4ccccc4n32)c1 (centres undefined)	1.0	0.1
39	O=C1CSC(c2cc3c(cc2[N+](=O)[O-])OCO3)N1c1cccc(F)c1 (centres undefined)	1.2	-0.2
40	O=C1Cc2cc(S(=O)(=O)Nc3ccc4c(c3)OCO4)cc3c2N1CCC3	-1.3	0.9
41	Nc1nc(CNS(=O)(=O)c2ccccc2)nn1S(=O)(=O)c1ccccc1	-0.7	-0.2
42	O=C(N1CCCC(CNS(=O)(=O)c2cccs2)C1)C1(c2ccccc2)CC1 (centres undefined)	-0.9	0.1
43	O=C(CSc1nc2sc3c(c2c(=O)[nH]1)CCCC3)NCc1cccnc1	-0.2	-0.1
44	CCC(CC)N1CCN(C(=O)c2cccc(Cl)c2)CC1	1.5	-0.2
45	O=C(CSc1nnc(-c2ccco2)o1)Nc1ccc(F)cc1	-1.1	-0.1

No.	MITF primary	TEAD-YAP inh
31	8	0
32	-8	1
33	10	-1
34	16	-7
35	-1	-1
36	-1	10
37	-3	6
38	1	10
39	8	1
40	7	1
41	-8	-6
42	-8	-1
43	-10	-9
44	12	-2
45	-9	3

Continued.
No.	molecule	GPR151 activ	FBW7 act
46	Cc1ccn2cc(CNS(=O)(=O)c3ccc(-c4ccccc4)cc3)nc2c1	0.4	-0.1
47	Cc1cc(NS(=O)(=O)c2ccc(NC(=O)c3ccc(C(C)(C)C)cc3)cc2)nc(C)n1	0.2	0.0
48	c1ccc(CNc2ccnc(N3CCOCC3)n2)cc1	-0.9	-0.1
49	O=S(=O)(c1ccc(Cl)s1)N1CCCC(c2ccccc2)C1 (centres undefined)	0.5	-0.2
50	O=C(CC(c1ccccc1)C1([N+](=O)[O-])C(=O)c2ccccc2C1=O)c1ccccc1 (centres undefined)	0.6	-0.1
51	CCOC(=O)C(=O)Nc1sc(C(=O)Nc2ccccc2OCC)c(C)c1C(=O)OC	0.8	0.4
52	Cc1ccc(S(=O)(=O)C2=C(O)C(=O)N(c3ccccc3)C2c2ccccc2)cc1 (centres undefined)	0.0	-0.1
53	CCOc1ccc(C(=O)Nc2ncn[nH]2)cc1	4.0	-0.3
54	CCCS(=O)(=O)N1CCN(Cc2ccc(OC)c(OCc3ccccc3)c2)CC1	0.1	-0.1
55	O=C(Oc1cc(OC(=O)c2ccccc2F)c2ccccc2c1)c1ccccc1F	2.1	0.1
56	CC(C)CC1=NN2C(=N)/C(=C/c3ccc(-c4cc(Cl)ccc4Cl)o3)C(=O)N=C2S1	1.0	-0.3
57	Nc1cccc(-c2ncc(C(=O)NCCO)s2)c1	-0.8	-0.3
58	COc1ccccc1NC(=O)NCCNc1nc(C)nc2sc3c(c12)CCCC3	0.2	0.1
59	O=C1c2ccccc2C(=O)N1c1nnc(Sc2ccc([N+](=O)[O-])c3cccnc23)s1	0.1	0.0
60	CC(C)C(NC(=O)c1cccnc1)C(=O)O (centres undefined)	0.3	-0.2

No.	MITF primary	TEAD-YAP inh
46	6	6
47	-1	-13
48	-8	9
49	7	0
50	-2	4
51	5	-2
52	6	3
53	-1	-28
54	53*	13
55	-12	1
56	-7	-1
57	18	0
58	10	1
59	-25	11
60	5	2

Next results follow.
No.	molecule	GPR151 activ	FBW7 act
61	Cc1cccc(C)c1-n1c(SCc2cc(=O)n3cc(Cl)ccc3n2)nc2c(sc(=S)n2CCc2ccccc2)c1=O	-0.6	0.0
62	COc1ccc(OCC(=O)N/N=C/c2ccc(Br)cc2)cc1	-0.8	0.1
63	CCCCNc1nc(SCc2ccc([N+](=O)[O-])cc2)nc2ccccc12	-1.3	-0.1
64	CS(=O)(=O)N(CC(=O)Nc1ccc(C(N)=O)cc1)c1ccc(Oc2ccccc2)cc1	1.4	0.1
65	Cc1ccc(C(=O)NCCc2nnc3n2CCN(Cc2cccc(F)c2F)CC3)c(C)c1	0.4	0.0
66	O=C(CSc1ccc(F)cc1)NCc1ccccc1	0.0	0.1
67	O=C(CC1SC(=Nc2ccccc2)N(CCCCO)C1=O)NCc1ccccc1 (centres undefined)	-0.4	-0.2
68	CCOC(=O)C(=O)Nc1ncc(S(=O)(=O)c2ccc([N+](=O)[O-])cc2)s1	-1.1	-0.3
69	CCCc1nc2ccccc2c(C(=O)OCC(N)=O)c1CC	0.3	0.1
70	O=C(Nc1ccc2nc(-c3ccccc3)[nH]c2c1)C12CC3CC(CC(C3)C1)C2	2.0	-0.5
71	Fc1ccccc1NC(=S)N(CCCN1CCCCCC1)Cc1ccco1	-0.7	0.0
72	COc1cc(Cl)c(C)cc1NC(=O)COC(=O)c1ccc(NC(N)=O)cc1	1.4	0.1
73	CC1CN(Cc2ccccn2)Cc2cc(Cl)ccc2O1 (centres undefined)	-0.2	-0.2
74	Cc1cc(/C=C/C2=CCN(C)CC2)c(C)n1C1CC1	-0.4	-0.3
75	O=C(O)COc1ccccc1/C=C1\C(=O)NC(=O)N(c2ccc([N+](=O)[O-])cc2)C1=O	-1.0	0.0

No.	MITF primary	TEAD-YAP inh
61	-6	-8
62	3	-37
63	2	0
64	-19	-13
65	2	-10
66	0	-22
67	1	6
68	14	5
69	14	-3
70	-6	-100
71	1	-1
72	3	3
73	8	13
74	3	2
75	-4	-2

One compound at a time (already shown).
Results for O=C(CC1SC(=Nc2ccccc2)N(CCCCO)C1=O)NCc1ccccc1 (centres undefined) → GPR151 activ = -0.4; FBW7 act = -0.2; MITF primary = 1; TEAD-YAP inh = 6
Results for CCCCNc1nc(SCc2ccc([N+](=O)[O-])cc2)nc2ccccc12 → GPR151 activ = -1.3; FBW7 act = -0.1; MITF primary = 2; TEAD-YAP inh = 0
Results for CCCc1nc2ccccc2c(C(=O)OCC(N)=O)c1CC → GPR151 activ = 0.3; FBW7 act = 0.1; MITF primary = 14; TEAD-YAP inh = -3

Next entries
No.	molecule	GPR151 activ	FBW7 act
76	O=S(=O)(c1ccc(Cl)cc1)c1cccc(S(=O)(=O)N2CCCC2)c1	-0.2	1.1
77	Cc1c(C)c2ccc(OCc3ccccc3F)cc2oc1=O	1.1	-0.1
78	C=CCOc1ccc(/C(O)=C2\C(=O)C(=O)N(Cc3cccnc3)C2c2ccccc2F)cc1C (centres undefined)	-0.4	-0.1
79	C#CCOc1c(Br)cc(CNC(CC)CO)cc1OC (centres undefined)	-0.6	-0.1
80	O=C(NNC(=O)c1ccccc1Br)c1ccc([N+](=O)[O-])o1	0.4	-0.1

No.	MITF primary	TEAD-YAP inh
76	8	3
77	17	-9
78	-2	-6
79	-3	1
80	4	-5
